IL-2 act: IL-2 activation | IL-2 activation reporter assay, cell-based qHTS; stimulated with anti-CD3/CD4/CD28 beads; in transgenic mouse T cells | activation, % (series mostly up to about 46 µM) | actives 0.065% (n = 360,000) | AID 652025; in the data active = activation above about 50%; inconclusive = mostly about 30% to 49%; also: 0% is about no effect
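Screening format: compound pinned onto unstimulated transgenic mouse T cells, 60 min incubation, then anti-CD3/anti-CD4/anti-CD28 bead stimulation for 18 hours at 37 degrees C, followed by EGFP and DsRed detection.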
PLK1 PBD block: inhibitors of human PLK1 polo-box domain binding. P53350. Plk1 PBD binding of FITC phosphopeptide, fluorescence polarization. Potency, µM, for the others: max response, negative = inhibition, actives largely listed as inhibitors. actives 2.8% (n = 360,000). AID 720504; also: potency is read from the fitted curve at half-maximal effect; series mostly up to about 57 µM; % is scaled to controls: 0 for no effect and ±100 for the full control effect; nearly all actives have a fitted effect of over 65% in size
aSyn yeast inh: inhibitors of alpha-synuclein toxicity in yeast; Yeast expressing alpha-synuclein, growth rescue, BacTiter-Glo, 24 h; Potency, µM (titrated, usually from 46.1 µM), inactives show top-dose growth rescue (activation), actives largely listed as activators; actives 0.14% (n = 370,000); also: potency is read from the fitted curve at half-maximal effect; % of control where 0% means no effect; nearly all actives have a fitted effect of over 65% in size
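Readout is rescue of growth in alpha-synuclein-expressing yeast, so inhibitors of toxicity appear as activators. Growth after 24 hr at 30 deg C in galactose medium is quantified by luminescence.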
FUS suppressor: FUS proteinopathy suppression in yeast. actives 0.24% (n = 390,000). Potency, µM (series often up to 76.6 µM), inactives show at the highest dose growth rescue (activation), usual class: activators. AID 1347120. S. cerevisiae FUS-expressing, growth rescue, OD600, 24 h;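 also: potency is read from the fitted curve at half-maximal effect; plate controls were DMSO vehicle for no effect and reference control for full effect; nearly all actives have a fitted effect of over 55% in size; some results filed as inactive show a strong effect at the top dose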
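Cultures pregrown in 2.5% raffinose medium are shifted to minimal medium containing 2% galactose to express toxic FUS. Compounds are tested at several concentrations. After 24hr at 30C, growth is quantified at 600 nm absorbance.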
EPAC1 antag: antagonists of human EPAC1. EPAC1 GEF assay, Rap1b-BODIPY-GDP exchange fluorescence. Potency, µM (titrated, usually from 115 µM), for the others: top-dose activity change, negative = inhibition, usual class: inhibitors. actives 0.14% (n = 360,000). AID 720709;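 also: potency is read from the fitted curve at half-maximal effect; plate controls were vehicle for no effect and positive control for full effect; nearly all actives have a fitted effect of over 50% in size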
Target sequence (O95398 whole entry, looked up): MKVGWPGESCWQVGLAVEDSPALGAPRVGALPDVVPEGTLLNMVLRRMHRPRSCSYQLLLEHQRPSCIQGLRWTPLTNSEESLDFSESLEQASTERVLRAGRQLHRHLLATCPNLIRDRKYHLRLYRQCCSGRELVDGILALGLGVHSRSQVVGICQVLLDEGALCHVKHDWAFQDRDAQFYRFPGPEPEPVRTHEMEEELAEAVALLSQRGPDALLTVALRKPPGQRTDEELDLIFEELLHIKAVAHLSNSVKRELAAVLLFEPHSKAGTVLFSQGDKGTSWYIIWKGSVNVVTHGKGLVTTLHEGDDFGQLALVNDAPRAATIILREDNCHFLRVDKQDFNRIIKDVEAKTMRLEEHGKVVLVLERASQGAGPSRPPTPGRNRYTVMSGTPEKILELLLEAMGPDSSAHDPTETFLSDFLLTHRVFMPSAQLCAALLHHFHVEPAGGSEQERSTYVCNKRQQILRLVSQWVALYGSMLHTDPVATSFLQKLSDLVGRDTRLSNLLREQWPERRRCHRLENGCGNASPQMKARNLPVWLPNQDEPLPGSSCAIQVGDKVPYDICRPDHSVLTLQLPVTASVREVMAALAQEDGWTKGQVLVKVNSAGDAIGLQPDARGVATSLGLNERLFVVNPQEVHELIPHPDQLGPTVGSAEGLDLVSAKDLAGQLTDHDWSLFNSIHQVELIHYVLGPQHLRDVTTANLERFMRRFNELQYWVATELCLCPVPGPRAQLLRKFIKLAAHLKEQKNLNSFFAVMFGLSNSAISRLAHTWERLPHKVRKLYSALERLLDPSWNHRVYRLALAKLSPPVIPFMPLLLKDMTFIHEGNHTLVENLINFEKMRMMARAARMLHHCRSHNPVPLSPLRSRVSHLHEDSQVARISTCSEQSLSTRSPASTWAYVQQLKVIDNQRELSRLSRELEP
EPAC1 ag: activates human EPAC1 exchange factor | O95398 | EPAC1 agonist qHTS, biochemical assay; response scale: 100% = response to 6.5 mM cAMP | Potency, µM (series often up to 154 µM), inactives show top-dose activation, usual class: activators | actives 0.073% (n = 360,000) | AID 720707; also: potency is read from the fitted curve at half-maximal effect; nearly all actives have a fitted effect of over 60% in size
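Nucleotide exchange assay: 100 nM EPAC1 with 250 nM Rap1B loaded with BODIPY-GDP and 50 uM GDP, room temperature. Fluorescence (480/540 nm) read every 5 min for 30 min; signal change normalized to 6.5 mM cAMP as full agonist.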
PI5P4K alpha inh: PI5P4K alpha (human) kinase inhibition | actives 1.2% (n = 330,000) | AID 652105 | max response, % | PI5P4Kalpha enzyme, ADP-Glo luminescence, 60 min; stronger effect = lower value | P48426; active = max response of -50% or lower; inconclusive = between -30% and -50%; inactive = -30% or higher; also: value at the top dose of about 77 µM; % is scaled to controls: 0 for no effect and ±100 for the full control effect
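Luminescence from ADP-Glo served as readout of PI5P4Kalpha activity in a qHTS format. Reaction: enzyme, substrate, compound, ATP at 5 microM final, 60 min at RT.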
WRN helicase inh: blocks human WRN helicase | WRN helicase unwinding, fluorescent forked duplex, kinetic | actives 0.46% (n = 360,000) | Q14191 | AID 651768 | Potency, µM (highest dose often 114 µM), inactives show at the highest dose activity change, negative = inhibition, actives largely listed as inhibitors; also: potency is read from the fitted curve at half-maximal effect; % is scaled to controls: 0 for no effect and ±100 for the full control effect; nearly all actives have a fitted effect of over 55% in size
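Screening of the MLSMR collection measured strand separation of a quenched forked DNA duplex (100 nM) by 20 nM WRN with 2 mM ATP, all final. Compounds were preincubated with enzyme 15 min at room temperature.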
Abeta yeast res: A-beta toxicity reversal in yeast; yeast expressing A-beta42, growth rescue, OD600, 48 h; response scale: 0% DMSO, 100% iron-clioquinol control; Potency, µM (highest dose often 46.1 µM), inactives show at the top dose growth rescue, hits mostly activators; actives 0.063% (n = 410,000); also: potency is read from the fitted curve at half-maximal effect; nearly all actives have a fitted effect of over 55% in size
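Yeast A-beta toxicity model in growth medium with pinned compounds, 48 h at 30 C; growth read as absorbance at 600 nm. Normalized to FeCl3/clioquinol equimolar mix (positive) and DMSO (negative).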
The depositor's hits bear a star; ? = inconclusive; . = not tested or not shown; [ ] = another dose, or the depositor's remark. Unless noted, calls follow the shape of the dose curve; as a rule, active = well fitted curve in the direction sought with a large enough effect; inconclusive = small, poorly fitted or top-dose-only effect, or another doubt; inactive = no such curve, though single readings can be large; an effect the other way counts as inactive or inconclusive. Hits appear at their usual frequency. Share with any hit: about 4.1%.

Values run as follows: IL-2 act	PLK1 PBD block	aSyn yeast inh	FUS suppressor	EPAC1 antag	EPAC1 ag	PI5P4K alpha inh	WRN helicase inh	Abeta yeast res
[1] O=C(CSc1ccccn1)Nc1ccc(NC(=O)CSc2ccccn2)cc1
  0.1	0.8%	1.1%	9.4%	-0.9%	9.9%	7.2	-2.6%	1.7%
[2] CCCC(=O)Nc1nnc(S(=O)(=O)N(C)Cc2ccco2)s1
  -1.1	26.7µM*	-0.3%	25.8%	-22.5%	-15.8%	-8.6	11.8%	-5.6%
[3] Cc1cccc(S(=O)(=O)c2c(N)n(/N=C/c3cccnc3)c3nc4ccccc4nc23)c1
  8.3	1.9%	1.0%	-26.2%	5.7%	9.0%	.	-20.0%	15.1%
[4] Cc1ccc(CNC(=O)C(N=C2NS(=O)(=O)c3ccccc32)C(C)C)cc1 (stereo not drawn)
  1.2	1.8%	-1.3%	7.7%	-15.5%	-1.7%	2.8	1.9%	-6.1%
[5] COC(=O)C1=C(C)Nc2ncnn2C1c1ccc(C)o1 (stereo not drawn)
  -3.1	-10.2%	-0.9%	-21.8%	-9.6%	0.6%	3.7	-0.9%	1.6%
[6] CCOC(=O)c1c(NCC2CCCO2)c2ccccc2[nH]c1=O (stereo not drawn)
  0.3	0.1%	4.1%	-4.6%	10.3%	-4.2%	-2.9	0.1%	19.7%
[7] COc1ccc(NC(=S)N2CCCC(c3nc4ccc(C)cc4[nH]3)C2)cc1 (stereo not drawn)
  2.1	-3.3%	-4.0%	-0.6%	-9.6%	1.3%	-0.7	1.1%	-26.6%
[8] Cc1ccc(CNC(=O)CCc2nnc3ccc(N4CCC5(CC4)OCCO5)nn23)cc1
  1.0	0.7%	0.8%	-1.3%	-27.3%	2.7%	3.4	4.0%[11.6 µM]	-19.9%
[9] CC(OC(=O)c1cc(=O)[nH]c2ccccc12)C(=O)NC1CCCCC1C (stereo not drawn)
  -3.6	-11.2%	-6.8%	37.0%	-17.6%	0.3%	2.1	24.2%	-4.6%
[10] COc1ccc(C(=O)NNC(=O)CSc2nnc(-c3ccc(O)cc3)n2C)cc1
  2.6	8.5%	10.2%	-11.2%	1.5%	4.2%	1.1	7.9%	-14.9%
[11] Nn1c(SCc2ccccc2)nc2ccccc21
  0.1	4.9%	-6.2%	-6.4%	7.3%	-3.6%	-2.8	-1.2%	-7.2%
[12] O=c1cc(O)c2sc3nc4c(c(C(F)(F)F)c3c2[nH]1)CCCCC4
  -2.2	-7.1%	-4.1%	16.8%	-10.4%	2.4%	-27.4	-16.0%	-34.4%[inhibitor]
[13] CC(=O)NC1c2ccccc2C(=O)N1Cc1ccccc1 (stereo not drawn)
  2.3	-3.6%	1.9%	-12.9%	-21.3%	1.6%	0.0	3.7%	-8.2%
[14] COC(=O)c1cnc(N2CCCN(S(=O)(=O)c3ccc(C(F)(F)F)cc3)CC2)nc1C(F)(F)F
  -1.7	0.2%	0.5%	-9.6%	-17.8%	-29.9%	5.4	5.9%	10.5%
[15] CCOC(=O)c1cc(=O)c2c([N+](=O)[O-])ccc(OC)c2o1
  -0.1	5.9%	3.1%	-7.5%	23.0%	-5.7%	-1.0	-27.6%[57.1 µM]	2.2%
[16] COC(=O)C(NC(=O)CNS(=O)(=O)c1ccc(Br)cc1)c1ccccc1 (stereo not drawn)
  -0.9	26.7µM*	0.7%	-7.8%	5.3%	-9.5%	-12.6	7.2%[57.1 µM]	-9.8%
[17] CCOc1cc(N2CCOCC2)c(OCC)cc1NC(=O)CN1C(=O)NC2(CCCCCCC2)C1=O
  -2.3	3.3%	5.7%	21.0%	8.3%	-5.2%	-3.2	2.2%	10.0%
[18] O=C(CN(CCc1ccccc1)C(=O)CN1C(=O)COc2ccccc21)NCc1ccco1
  -2.5	-13.7%	3.8%	40.3%	?	5.0%	.	-5.4%	4.2%
[19] CC1(C(=O)NS(=O)(=O)Cc2cccc(Cl)c2)CCN1C(=O)Cc1ccccc1 (stereo not drawn)
  -0.4	0.2%	1.4%	-9.2%	-8.9%	-0.8%	1.3	4.3%	-11.9%
[20] O=c1c2ccccc2nc(/C=C/c2ccc(Br)cc2)n1CCCO
  -3.6	-6.4%	-1.7%	16.8%	3.6%	-7.1%	7.9	-6.8%	-12.5%
[21] O=C(CN(C(=O)c1nsc(Cl)c1Cl)c1ccc(F)cc1)NC1CCCC1
  -1.6	-8.4%	-4.4%	-11.6%	-8.6%	-0.4%	-6.6	-1.2%	-15.1%
[22] Cc1cccc(C)c1C(O)c1ncc(-c2cccc(F)c2)[nH]1 (stereo not drawn)
  -0.6	-1.8%	-0.4%	-8.4%	1.5%	-5.1%	0.0	-6.5%	26.7%
[23] CC1(C)CC(C)(c2ccc(O)cc2O)N(c2cccc(Cl)c2)C(=S)N1 (stereo not drawn)
  1.0	-2.4%	-14.6%	12.2%	1.5%	1.5%	-21.3	4.6%	2.8%
[24] COc1ccccc1NC(=O)c1sc2ncn(Cc3ccc(C)cc3)c(=O)c2c1C
  -1.1	-7.4%	-0.9%	7.1%	10.4%	0.0%	.	-4.7%	-3.4%
[25] O=C(N/N=C\c1cccc(OC(=O)c2ccco2)c1)c1ccc2c(c1)OCO2
  -0.6	-3.5%	-4.1%	.	-17.7%	-2.4%	-15.4	-8.1%	6.9%
[26] O=C(Nc1nnc(-c2ccc(F)cc2)s1)C1CCN(S(=O)(=O)c2ccc(Cl)cc2)CC1
  6.7	6.6%	4.7%	-4.5%	24.0%	-0.4%	0.1	-19.6%[57.1 µM]	-0.3%
[27] O=C(Nc1cccc(C(F)(F)F)c1)c1ccc(N2CCNCC2)c([N+](=O)[O-])c1
  -0.5	-12.6%	3.2%	7.2%	12.3%	9.3%	7.0	-7.0%	-10.5%
[28] O=C(Nc1cccc(-c2cscn2)c1)C1CCN(Cc2ccc(CO)o2)CC1
  -0.9	-1.2%	-9.0%	-5.0%	5.1%	-7.8%	-6.0	-12.8%[11.6 µM]	-4.4%
[29] COc1ccc(CN2CNc3nc4ccccc4n3C2)cc1
  -0.6	0.8%	.	5.4%	7.9%	3.2%	6.2	-9.5%	3.0%
[30] O=C(CSc1ncn[nH]1)Nc1ccc2c(c1)OCCO2
  -1.8	1.1%	.	-0.1%	7.0%	-5.7%	-2.1	4.7%	8.6%
[31] Cc1cc(C)nc(SCC(=O)N(C)CC(=O)Nc2ccccc2Br)n1
  -3.1	-2.4%	-1.0%	-3.8%	-1.3%	5.2%	3.9	2.6%	-5.0%
[32] O=C(NCc1ccc(Cl)cc1)c1ncn[nH]1
  -1.4	2.0%	3.1%	-1.8%	-7.0%	8.1%	-1.7	0.2%	-4.9%
[33] Cc1ccc(OCC(=O)N(C)CC(=O)Nc2ccccc2Cl)c([N+](=O)[O-])n1
  -1.6	-6.3%	-1.8%	.	-6.7%	0.7%	-0.9	-8.9%	2.9%
[34] CN(C)/C=C(\C(=O)c1ccc(Cl)cc1)c1nnnn1-c1ccc(Cl)cc1
  4.1	-14.0%	7.0%	20.0%	-6.6%	-2.5%	3.4	-5.5%	15.7%
[35] CN(CC(=O)NC(=O)NC1CCCCC1)c1ccccc1
  -0.2	-3.4%	7.1%	2.4%	-24.3%	-6.6%	4.6	-2.0%	18.0%
[36] C=CCNC(=O)NC(=O)COC(=O)COc1ccc(Br)cc1F
  -3.5	-8.0%	4.5%	24.4%	-7.4%	5.1%	.	4.5%	3.0%
[37] Oc1ccc(NC(=S)Nc2ccc(F)cc2)cc1
  -0.2	-3.0%	-1.3%	-11.5%	-4.9%	0.8%	-1.7	-0.2%	-11.6%
[38] C/C(Cl)=C\Cn1c(O)c(N=NC(N)=S)c2cc(Br)ccc21
  -0.9	-12.5%	-14.8%	-35.0%	5.5%	8.4%	-2.9	-10.5%	-86.6%[inhibitor]
[39] Fc1ccc(-c2cnc(-c3cccs3)o2)cc1
  -2.8	-11.7%	-9.3%	-5.6%	1.9%	11.5%	5.8	1.6%	-0.2%
[40] O=C(OCc1ccccc1Cl)c1cc([N+](=O)[O-])ccc1N1CCOCC1
  -1.7	-0.9%	19.1%	15.9%	-11.9%	10.9%	5.8	7.1%	25.3%
[41] CCOc1ccc(N(C(C)=O)C2C=CS(=O)(=O)C2)cc1 (stereo not drawn)
  -2.7	-1.6%	6.0%	-23.6%	6.1%	-7.0%	-3.5	0.1%	4.3%
[42] C[C@H](NC(=O)c1ncn2c1C(=O)NC[C@H]2C)C(=O)OC(C)(C)C
  -1.7	-7.0%	7.7%	1.8%	0.0%	-11.7%	-3.5	8.5%	12.2%
[43] O=C1NC[C@H](CCCCN2C[C@H](Cc3ccc(O)cc3)N(Cc3ccccc3)C(=O)C2=O)N(CCc2ccc(O)cc2)C1=O
  -0.7	-5.4%	-8.4%	16.5%	-21.8%	7.1%	-0.6	-0.4%	-8.6%
[44] COC(=O)C1=C(C(=O)c2ccccc2)C(c2ccccc2)n2nnnc2N1 (stereo not drawn)
  -0.5	-17.5%	0.1%	4.1%	-6.2%	1.8%	2.0	0.0%	-9.1%
[45] CC(C)c1ccc(NC2CCCN(C(=O)c3ccccc3-c3ncc[nH]3)C2)cc1 (stereo not drawn)
  -1.9	-0.4%	2.7%	35.7%	8.5%	3.3%	-6.0	-10.5%	-7.9%
[46] CCOC(=O)C1=C(C)NC(C)=C(C(=O)OCC)C1C(=O)OCC(N)=O
  -0.3	-1.3%	3.0%	8.1%	-22.2%	-3.3%	-0.9	7.8%	1.4%
[47] CCOc1ccc(C2c3[nH]c4ccccc4c3CCN2CCCn2cccn2)cc1 (stereo not drawn)
  1.6	-3.3%	-0.1%	16.6%	-9.0%	10.3%	-5.6	-0.3%	-4.5%
[48] O=C(/C=C/c1ccccc1)Nc1cccc(C(=O)N2CCCC2)c1
  0.1	-4.4%	-0.7%	-10.7%	0.0%	-11.2%	-0.9	3.9%	5.6%

Bioassay records (PubChem BioAssay)
